Compound activity (PubChem BioAssay)
S1P4 antagonist: antagonists of human S1P4 receptor; O95977; S1P4-expressing cells, antagonist mode, reporter read-out; inhibition, % at 4.98 µM; 0.26% of 220,000 active; AID 1510; in the data active = inhibition above about 29%;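 also: 0% = wells stimulated with agonist and 100% = vehicle wells without agonist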
NPY-Y2 PAM-ag: potentiators or agonists of human neuropeptide Y receptor Y2 | cells expressing NPY-Y2, potentiator/agonist read-out | activation, % at 3.6 µM | 0.45% of 220,000 active | AID 1359; in the data active = activation above about 27%;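 also: cells stimulated with NPY near EC25 plus isoproterenol at EC100; 0% = vehicle plus submaximal agonist and 100% = vehicle plus saturating agonist; some results beyond the cut were filed as inactive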
EP2 modulator: modulates human prostaglandin E2 receptor EP2 signaling. EP2-expressing cells, cAMP HTRF FRET, PGE2 co-stimulation. 0.83% of 260,000 active. AID 940. induction, % at 25 µM;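 active = compounds whose cAMP rise, as percent of the full-agonist control response, exceeds 60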;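 also: rat C6 glioma line stably carrying human EP2 under a CMV promoter; the protocol text gives 20 µM as final concentration; 100% = response of wells given 1 µM PGE2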
CHOP inh: inhibitors of CHOP induction in ER stress response | CHO-K1 CHOP-promoter luciferase, tunicamycin-induced, 15-18 h | inhibition, % at 10 µM | 3.8% of 220,000 active | AID 2732;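 active = compounds that reduced the stress-induced luciferase reporter signal by more than about 70% of percent inhibition, limit read from the data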;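 also: 0% = tunicamycin plus vehicle and 100% = wells without tunicamycin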
TRPML3 ag: human mucolipin-3 channel agonism. Q8TDD5. HEK293 TRPML3-YFP, Fluo-8 calcium fluorescence; 100% = the carbachol control signal. activation, % at 3 µM. 0.29% of 220,000 active. AID 1448;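 active = activation above its plate's cutoff, the mean activation of the plate's test wells plus 3 SD, cut at about 12% in these data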;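 also: 0% = DMSO only wells and 100% = carbachol wells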
Target sequence (Q8TDD5 whole entry, looked up): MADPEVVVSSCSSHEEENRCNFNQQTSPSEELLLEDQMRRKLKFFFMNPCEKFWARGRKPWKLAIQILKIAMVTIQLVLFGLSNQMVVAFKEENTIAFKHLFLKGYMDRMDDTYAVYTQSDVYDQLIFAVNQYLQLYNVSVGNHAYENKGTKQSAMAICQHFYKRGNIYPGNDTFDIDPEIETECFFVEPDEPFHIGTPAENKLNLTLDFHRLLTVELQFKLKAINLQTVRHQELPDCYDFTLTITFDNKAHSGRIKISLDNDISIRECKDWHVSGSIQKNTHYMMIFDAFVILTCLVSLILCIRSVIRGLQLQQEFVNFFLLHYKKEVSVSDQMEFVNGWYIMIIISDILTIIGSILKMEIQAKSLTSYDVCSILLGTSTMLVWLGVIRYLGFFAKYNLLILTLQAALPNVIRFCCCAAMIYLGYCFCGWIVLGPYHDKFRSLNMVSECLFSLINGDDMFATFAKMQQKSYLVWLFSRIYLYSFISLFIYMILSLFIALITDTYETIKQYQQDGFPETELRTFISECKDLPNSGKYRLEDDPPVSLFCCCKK
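Material: TRPML3-YFP stable HEK293 cells | Dosing: One concentration, 3 µM nominal, 0.3% DMSO | Timing: 125 s total fluorescence read per well | Technique: Fluo-8 calcium dye fluorescence, ex 470-495, em 515-575 nm | Measure: Percent activation from peak-to-basal fluorescence ratio, scaled between DMSO and carbachol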
S1P4 agonist: agonists of human S1P4 receptor. S1P4-expressing cell line, agonist reporter assay. activation, % at 4.98 µM. AID 1509. O95977. 0.35% of 220,000 active; in the data active = activation above about 11%;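 also: 0% = DMSO vehicle and 100% = reference agonist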
TRPN1 ag: agonists of zebrafish TRPN1 channel | activation, % at 3 µM | 0.18% of 220,000 active | HEK293 zebrafish TRPN1-YFP, Fluo-8 calcium fluorescence; 100% = response to 87 µM carbachol | AID 1424;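 active = activation above its plate's cutoff, the mean activation of test wells on that plate plus 3 SD, cut at about 19% in these data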;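 also: 0% = DMSO alone and 100% = 87 µM carbachol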
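Material: zebrafish TRPN1-YFP in HEK293 cells. Doses: one dose of 3 µM, 0.3% DMSO. Incubation: dye 1 h 37 °C plus 30 min RT. Measured by: intracellular calcium fluorescence with Fluo-8.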
NPY1 pot ag: human NPY-Y1 potentiation or agonism, primary screen | P25929 | AID 1304 | activation, % at 3.6 µM | NPY-Y1 expressing cells, potentiator/agonist activation | 0.37% of 220,000 active; in the data active = activation above about 33%, passing the limit was not always enough;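 also: cells stimulated with NPY at EC10 then isoproterenol at EC100; 0% = low agonist plus stimulus and 100% = saturating agonist plus stimulus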
Target sequence (P25929 whole entry, looked up): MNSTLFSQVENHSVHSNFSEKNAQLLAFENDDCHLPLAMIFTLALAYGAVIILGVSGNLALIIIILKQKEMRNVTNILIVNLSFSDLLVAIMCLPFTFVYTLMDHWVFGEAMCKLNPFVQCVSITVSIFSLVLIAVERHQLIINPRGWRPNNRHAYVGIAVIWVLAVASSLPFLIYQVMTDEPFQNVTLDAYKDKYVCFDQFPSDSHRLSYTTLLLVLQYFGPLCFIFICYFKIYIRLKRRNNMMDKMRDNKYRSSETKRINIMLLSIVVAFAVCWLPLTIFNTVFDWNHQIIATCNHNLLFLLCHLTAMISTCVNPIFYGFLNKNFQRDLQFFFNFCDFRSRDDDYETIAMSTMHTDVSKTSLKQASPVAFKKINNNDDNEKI
NPY-Y1 antag: antagonists of human neuropeptide Y receptor Y1. P25929. HEK293-CNG Y1 cells, membrane potential fluorescence; NPY at EC95, then isoproterenol. inhibition, % at 3.6 µM. 1% of 200,000 active. AID 1040;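 active = inhibition above the campaign mean inhibition of all tested compounds plus 3 SD, cut at about 20% in these data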;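 also: 0% = DMSO wells given NPY plus isoproterenol and 100% = isoproterenol alone without NPY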
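Test system – HEK293 Y1/CNG channel cell line · Also added – NPY agonist 25 nM, then isoproterenol 1 µM plus Ro 20-1724 25 µM · Compound dosing – one concentration, 3.6 µM, in 0.4% DMSO · Schedule – compound incubation 1 h at room temperature, readout 45 min post-stimulation · Technique – fluorescence, membrane potential probe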
Active calls of the source: *; · = not tested or not shown.

| SMILES | EP2 modulator | S1P4 antagonist | NPY-Y2 PAM-ag | S1P4 agonist | TRPML3 ag | TRPN1 ag | CHOP inh | NPY1 pot ag | NPY-Y1 antag |
| --- | --- | --- | --- | --- | --- | --- | --- | --- | --- |
| COc1ccc(/C=N/NC(=O)c2ccoc2C)cc1OC | -17 | -4 | 10 | 0.9 | 1.2 | -0.4 | -24 | -15 | 4 |
| O=C(Nc1ccc(Cl)cc1C(=O)NCCN1CCOCC1)c1ccc(Cl)cc1Cl | 10 | -11 | -7 | 1.0 | 0.6 | -1.3 | 44 | -13 | -1 |
| CCc1n[nH]c(=S)n1/N=C/c1c[nH]c2ccc(Br)cc12 | 7 | -15 | 26 | -0.2 | 0.6 | 0.3 | 6 | 22 | -9 |
| CNC(=S)NNC(=O)c1cn(C)nc1C | -8 | -18 | 6 | -0.4 | 1.1 | 1.8 | 29 | 10 | 6 |
| Cc1csc2nc(CCNS(=O)(=O)c3cccs3)cn12 | 0 | -13 | 8 | -0.9 | 0.7 | 0.8 | -3 | 3 | 2 |
| Cc1ccc2c(COn3nnc4ccc(S(=O)(=O)N(C)C)cc43)cc(=O)oc2c1C | 20 | -11 | -2 | -0.4 | -0.3 | -0.4 | 0 | -18 | 10 |
| CCC(C)(c1nnnn1-c1c(C)cccc1C)N(N=O)c1cccc(C(F)(F)F)c1 (configuration not stated) | 32 | 4 | -3 | -2.5 | 4.1 | -1.3 | 28 | -15 | 11 |
| C=CCc1cccc(/C=N/NC(=O)CCC(=O)Nc2ccc(F)cc2)c1O | -4 | -28 | 20 | 0.0 | 0.2 | 0.5 | 102* | 1 | -5 |
| Cc1ccc(NC2=C/C(=N/S(=O)(=O)c3cccs3)c3ccccc3C2=O)cc1 | -80 | -17 | 0 | 2.0 | -0.1 | -0.8 | 98* | -8 | 7 |
| CC(=O)Oc1c(Sc2ccccc2[N+](=O)[O-])c(C)nn1C(C)(C)C | 28 | 4 | 0 | 1.0 | -0.1 | -0.5 | 75* | -10 | 6 |
| Cc1ccc(S(=O)(=O)NCCC(=O)Nc2ccc3c(c2)OCO3)cc1 | 5 | 3 | -2 | -1.1 | -0.3 | -1.5 | 27 | -13 | -9 |
| O=C(Nc1cc(F)ccc1F)C1CCCO1 (configuration not stated) | 15 | -17 | 9 | -0.7 | 1.2 | -0.1 | 19 | -1 | 7 |
| CCOC(=O)C(=O)Nc1ccccc1C(=O)OC | 30 | 0 | -8 | 2.2 | 0.9 | -0.8 | 30 | 11 | 5 |
| CCc1[nH]nc2c1C(C1C=CCCC1)C(C#N)=C(N)O2 (configuration not stated) | 14 | -2 | 25 | 0.3 | 0.6 | 1.3 | 41 | 18 | -6 |
| COc1cc(/C=C(/C#N)c2nc3ccccc3[nH]2)ccc1OC(=O)c1ccco1 | -23 | 2 | -9 | -2.0 | 0.4 | 1.9 | 65 | -2 | 4 |
| COc1cc2c(cc1OC)C(=O)Cc1ccc3c(c1CN(C)CC2)OCO3 | -6 | -7 | 4 | 0.9 | 1.1 | 1.1 | 22 | 21 | 1 |
| Cc1ccc(N)c2c1OCCC2=O | -2 | 3 | 7 | 1.1 | 0.5 | -0.5 | 23 | -2 | 2 |
| CCCCn1c(N)c(-c2nc3ccccc3s2)c2c([N+](=O)[O-])nn(C)c(=O)c21 | -38 | -7 | -1 | 0.5 | 0.3 | 0.4 | -21 | -3 | 0 |
| O=[N+]([O-])c1cc(S(=O)(=O)N2CCOCC2)ccc1N1CCCC1 | -36 | -18 | -6 | 0.4 | 0.0 | -0.3 | -5 | -4 | 0 |
| CCO[C@H]1OC(C(=O)N2CCCCCCC2)=C[C@@H](c2coc3ccccc3c2=O)[C@@H]1CCCO | 13 | -4 | -16 | -0.9 | 0.5 | 3.1 | -5 | -4 | -3 |

| SMILES | EP2 modulator | S1P4 antagonist | NPY-Y2 PAM-ag | S1P4 agonist | TRPML3 ag | TRPN1 ag | CHOP inh | NPY1 pot ag | NPY-Y1 antag |
| --- | --- | --- | --- | --- | --- | --- | --- | --- | --- |
| O=C(Nc1ccccc1)N1CCCCC1c1cccnc1 (configuration not stated) | 7 | 8 | 7 | 0.4 | 0.2 | 1.4 | 26 | -9 | 4 |
| Oc1ccc(N=Cc2ccc(-c3cccs3)s2)cc1 | -9 | 8 | -16 | -0.8 | 0.2 | -0.3 | -21 | -42 | 3 |
| CC(=O)c1cc(-c2ccccc2)n(CC(=O)Nc2ccc(C)c(C)c2)c1C | 20 | -18 | -2 | 0.5 | 0.2 | -0.1 | 40 | -3 | 0 |
| COc1ccccc1Nc1nc(-c2sc(NC(=O)c3ccccc3)nc2C)cs1 | -8 | -4 | 6 | 1.1 | 1.2 | 1.6 | 36 | 3 | 0 |
| C=CCn1c(O)c(N=NC(=O)CNC(=O)c2ccco2)c2ccccc21 | 27 | -28 | 5 | 1.0 | 0.3 | -0.3 | 12 | -28 | 12 |
| CCCCNC(=O)C1CCC(CNS(=O)(=O)c2ccc(NC(C)=O)cc2)CC1 (configuration not stated) | 7 | 18 | 9 | -0.6 | -0.8 | -0.1 | 3 | -16 | 0 |
| COC(=O)c1ccc(OC)cc1OCC(=O)N1CCN(c2ccc(F)cc2)CC1 | 7 | -32 | -7 | 0.3 | -0.3 | -0.7 | 22 | -10 | -5 |
| C=CCn1c(-c2cccn(Cc3ccc(Cl)cc3)c2=O)n[nH]c1=S | 1 | -15 | 11 | 1.0 | 1.0 | 0.9 | -22 | 20 | 2 |
| O=C(CCS(=O)(=O)c1ccccc1Cl)NCc1ccc(F)cc1 | -2 | 2 | 3 | 0.8 | 0.5 | -0.2 | -2 | 4 | · |
| Cc1cccc(-n2nnc(C(=O)Nc3ccc(F)cc3)c2N)c1 | -50 | -6 | 14 | 1.4 | 1.8 | 3.8 | -16 | 13 | -2 |
| O=C(COC(=O)c1ccc[nH]c1=O)Nc1cc(S(=O)(=O)N2CCCCC2)ccc1Cl | 0 | 2 | -6 | 0.7 | 0.3 | 1.2 | -12 | 4 | 6 |
| CCn1c(SCC(=O)Nc2cc(C)c(Cl)cc2OC)nnc1-c1ccco1 | 12 | -1 | -5 | -2.3 | -1.4 | -2.1 | 11 | -10 | 5 |
| Nc1ncc(-n2cncn2)c(-c2ccccc2)n1 | -2 | -11 | 5 | 1.3 | 0.9 | 0.1 | 9 | 9 | 3 |
| O=C(CC12CC3CC(CC(C3)C1)C2)NC(=S)NCc1ccco1 | 31 | 7 | -12 | 1.0 | -0.4 | -0.2 | -9 | -6 | 14 |
| COc1ccc(/C=N/NC(=O)CC(=O)NCCc2ccccc2)cc1OC | -6 | -3 | -16 | -1.3 | 0.6 | 1.3 | -31 | 12 | 5 |
| COc1ccc(N(C(C)C(=O)Nc2cccnc2)S(C)(=O)=O)cc1 (configuration not stated) | 6 | -12 | 4 | 1.4 | 0.4 | 0.1 | 4 | 8 | 4 |
| Cc1cc(C(F)(F)F)nn1CC(=O)NNC(=S)NCC(C)C | 9 | 7 | -10 | -0.7 | 0.7 | -0.4 | 30 | 14 | 4 |
| N=C(N)c1ccc(Cl)cc1 | 20 | -5 | 14 | 2.9 | 0.7 | 2.0 | -4 | 16 | 2 |
| CC(C)(C)OC(=O)NNC(=O)c1cccs1 | -6 | 1 | 0 | -0.4 | -1.0 | -1.0 | -10 | 0 | 3 |
| Cc1ccc(NC(=O)c2cc(=O)c3ccccc3o2)cc1S(=O)(=O)N1CCCCC1 | -47 | -15 | 9 | -0.6 | 1.4 | 1.6 | 67 | 5 | -1 |

| SMILES | EP2 modulator | S1P4 antagonist | NPY-Y2 PAM-ag | S1P4 agonist | TRPML3 ag | TRPN1 ag | CHOP inh | NPY1 pot ag | NPY-Y1 antag |
| --- | --- | --- | --- | --- | --- | --- | --- | --- | --- |
| COc1ccc2c(=O)c(Oc3ccc(C(=O)O)cc3)c(C(F)(F)F)oc2c1 | 25 | -8 | 11 | -0.1 | 0.6 | 1.0 | -4 | 6 | 0 |
| S=c1[nH]nc(-c2ccc(Cl)cc2Cl)n1-c1ccc2c(c1)OCCO2 | 0 | 1 | -10 | 2.0 | -0.1 | -0.6 | 2 | 10 | · |
| CN(C)C(=O)N1CCC(C(=O)NCc2ccccc2)CC1 | 1 | -11 | -17 | -0.2 | 1.4 | 3.1 | 0 | -10 | 0 |
| COc1ccc(Cc2nc(-c3cccs3)no2)cc1 | -28 | -2 | -11 | 0.4 | -0.5 | -0.9 | -25 | 18 | 3 |
| Cc1nnc(C)n1/N=C/c1cc2ccccc2nc1Cl | -26 | -5 | 8 | 0.5 | 0.8 | 1.1 | -2 | -20 | 5 |
| COc1cccc(N2CCN(C(=O)c3ccc4nc(N5CCCCC5)sc4c3)CC2)c1 | -12 | -7 | -7 | -0.3 | -0.6 | 1.6 | 45 | 5 | 0 |
| COc1cnc(-c2ccccn2)nc1Oc1ccc(Cl)c2ccccc12 | 0 | -4 | -61 | 0.3 | 0.6 | -0.4 | 81* | -48 | 25* |
| COc1ccc(CNC(=O)c2cc(-c3ccncc3)nc3c(C)cc(C)cc23)cc1OC | 18 | -8 | -7 | -1.3 | 0.2 | 1.5 | 89* | 11 | -1 |
| O=C(NCc1ccc(F)cc1)c1cc(-c2ccco2)on1 | 2 | -15 | -2 | 4.3 | -0.1 | 0.6 | -9 | 7 | 2 |
| O=C(CCCCCn1c(=S)[nH]c2ccc(N3CCOCC3)cc2c1=O)NC1CCN(Cc2ccccc2)CC1 | -25 | -4 | 2 | 0.7 | -0.1 | -0.2 | -3 | 8 | -2 |
| Cc1ccc(NC(=O)c2cc(=O)c3ccccc3o2)cc1 | -16 | -10 | 12 | 1.3 | -0.1 | -0.1 | 12 | -11 | 0 |
| Cc1cc(C)c(OCC(=O)N/N=C/c2ccco2)c(C)c1 | -21 | 3 | 0 | -0.8 | -0.5 | -2.4 | -2 | 3 | -1 |
| CSc1ccc(CN2CCN(C3CCCC3)C(CCO)C2)cc1 (configuration not stated) | -14 | 5 | 2 | -1.4 | 0.6 | 0.4 | 5 | -19 | 4 |
| Cc1cccc(NC2=NC(C)(C)N=C(N)N2)c1 | 33 | -8 | 6 | 1.0 | 1.0 | 1.6 | -3 | 10 | -5 |
| CC(=O)c1csc(Nc2ccccc2Cl)n1 | 15 | -8 | 5 | 0.1 | -1.2 | -0.4 | 2 | 11 | · |
| C/C(=N\NC(=S)Nc1ccccc1C)C1Cc2ccccc2C(=O)O1 (configuration not stated) | -26 | 3 | 11 | -0.2 | -0.2 | -1.0 | 12 | 17 | · |
| CC(C)(C)CC(=O)NC(=S)Nc1ccccc1[N+](=O)[O-] | 3 | 12 | -6 | 1.5 | 0.8 | 0.5 | 11 | -6 | -1 |
| Cc1ccc(CN(C)C(=O)c2cc(COc3ccc(F)cc3Cl)on2)o1 | -10 | -13 | -18 | 0.3 | -0.4 | -0.6 | 33 | -13 | 20* |
| CCc1cc2c(=O)nc3n(c2s1)Cc1ccccc1/C3=C(/O)c1ccc(F)cc1 | 20 | 3 | 11 | 3.6 | 0.7 | -1.0 | 20 | -2 | 2 |
| O=C(Nc1ncn[nH]1)c1cc(S(=O)(=O)Nc2cccc(C(F)(F)F)c2)ccc1Cl | 45 | 5 | 2 | -0.3 | -0.2 | -1.2 | -11 | -12 | 3 |
